15-hLO-2 inh – qHTS Assay for Inhibitors of 15-hLO-2 (15-human lipoxygenase 2) | AID 881, 2007 | purified 15hLO-2, xylenol orange hydroperoxide absorbance | Potency, µM (doses to about 57.1 µM), inactives show at the highest dose activity change, negative = inhibition, usual class: inhibitors | hit rate 0.56% among 110,000; note: potency is the fitted concentration of half-maximal effect; nearly all actives have a fitted effect of over 60% in size; many of its hits are not listed in these tables
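Purified human 15hLO-2 (50 nM) preincubated 15 min with compound, then 45 uM arachidonic acid for 90 min at RT in 25 mM Hepes pH 7.5, 0.01% Triton X-100. Hydroperoxide detected by Fe-xylenol orange; 573/405 nm absorbance ratio.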
12-hLO inh – qHTS Assay for Inhibitors of 12-hLO (12-human lipoxygenase); Polyunsaturated fatty acid lipoxygenase ALOX12 (Homo sapiens), P18054; purified 12-hLO, xylenol orange hydroperoxide absorbance; Potency, µM (doses to about 57.1 µM), inactives show top-dose activity change, negative = inhibition, most hits filed as inhibitors; hit rate 0.12% among 150,000; AID 1452, 2008; note: potency is the fitted concentration of half-maximal effect; nearly all actives have a fitted effect of over 55% in size; many of its hits are not listed in these tables
Target sequence (P18054 whole entry, looked up): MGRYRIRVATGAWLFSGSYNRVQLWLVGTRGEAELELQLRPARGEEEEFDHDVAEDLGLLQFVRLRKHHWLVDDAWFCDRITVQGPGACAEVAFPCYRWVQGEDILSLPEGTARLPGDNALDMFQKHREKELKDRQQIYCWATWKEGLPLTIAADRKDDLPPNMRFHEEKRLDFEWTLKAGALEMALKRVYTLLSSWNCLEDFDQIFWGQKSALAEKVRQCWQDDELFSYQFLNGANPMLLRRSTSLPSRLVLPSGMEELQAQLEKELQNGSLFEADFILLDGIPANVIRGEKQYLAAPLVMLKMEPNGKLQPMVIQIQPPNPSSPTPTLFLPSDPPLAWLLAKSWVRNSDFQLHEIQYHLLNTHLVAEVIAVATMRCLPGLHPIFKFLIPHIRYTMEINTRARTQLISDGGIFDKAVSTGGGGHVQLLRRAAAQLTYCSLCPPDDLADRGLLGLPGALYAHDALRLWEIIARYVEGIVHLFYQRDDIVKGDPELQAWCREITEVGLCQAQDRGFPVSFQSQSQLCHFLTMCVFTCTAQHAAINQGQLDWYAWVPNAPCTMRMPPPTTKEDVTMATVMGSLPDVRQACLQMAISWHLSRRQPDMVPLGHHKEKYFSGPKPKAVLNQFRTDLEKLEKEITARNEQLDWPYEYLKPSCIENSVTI
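Purified human 12hLO (150 nM), preincubated 15 min with compound, then 40 uM arachidonic acid for 30 min, room temperature, Hepes pH 7.0 with 0.01% Triton X-100. Hydroperoxide detected by ferrous iron/xylenol orange; 573/405 nm absorbance ratio gives reaction progress.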
PNC inhibitor – High Content Assay for Compounds that inhibit the Assembly of the Perinucleolar Compartment; PC3M PTB-GFP, PNC prevalence imaging, 16 h; hits give low values; activity change (PNC), negative = inhibition, % at 10 µM; hit rate 3.1% among 140,000; AID 2417, 2010;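 active = readout at or below -70, meaning at least 70% loss of cells showing the perinucleolar compartment, a nuclear body marking cancer cells; inconclusive = readout between -30 and a set limit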;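 note: plate controls were DMSO wells for no effect and camptothecin positive control wells for full effect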
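Read-out is percentage of cells bearing a perinucleolar compartment, from automated 20x imaging of fixed, Hoechst-stained PC3M PTB-GFP cells. Cells were seeded 4 h, then exposed 16 h to compound (23 nl of library stock) in duplicate plates.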
IMPase inh – qHTS Assay for Identifying the Cell-Membrane Permeable IMPase Inhibitors | Inositol monophosphatase 1 (Rattus norvegicus), P97697 | CHO-M1 cells, IP1 accumulation, HTRF TR-FRET ratio | inhibition (IP1 accumulation), % at 46.1 µM | 120,000 tested, under 10 active | AID 901, 2007; active = well fitted curve in the direction sought with a large enough effect in the signal ratio, not every such curve was filed as active; inconclusive = small, poorly fitted or top-dose-only effect, or a change in a side signal; inactive = no such curve, though single readings can be large or run the other way; the % refers to the signal ratio;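 note: cells stimulated with carbachol in lithium chloride buffer; plate controls were DMSO basal wells for no effect and reference inhibitor wells for full effect; higher means more IMPase inhibition seen as more IP1 and lower FRET ratio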
Target sequence (P97697 whole entry, looked up): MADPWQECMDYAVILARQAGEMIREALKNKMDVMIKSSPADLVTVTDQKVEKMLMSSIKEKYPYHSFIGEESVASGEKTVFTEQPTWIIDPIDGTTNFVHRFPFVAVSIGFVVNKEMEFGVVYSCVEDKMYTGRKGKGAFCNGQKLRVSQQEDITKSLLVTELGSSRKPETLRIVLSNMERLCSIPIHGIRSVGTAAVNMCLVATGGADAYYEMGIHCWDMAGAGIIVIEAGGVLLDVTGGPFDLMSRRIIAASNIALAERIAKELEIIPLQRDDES
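The IP-One HTRF competitive assay in carbachol-stimulated CHO-M1 cells quantifies cellular IP1. Compounds spanned up to 46 uM final, and activity is expressed as AC50 from concentration-response fits of the ratio and donor data.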
The depositor's hits bear a star; u = inconclusive; x = not tested or not shown; [ ] = dose if it differs, or a comment. Unless noted, calls come from the whole dose curve; as a rule, active = well fitted curve in the direction sought with a large enough effect; inconclusive = small, poorly fitted or top-dose-only effect, or another doubt; inactive = no such curve, though single readings can be large; an effect the other way counts as inactive or inconclusive. Unless noted, % is set by controls: 0 for no effect and ±100 for the full control effect. An excerpt; rates above refer to the full screens.

SMILES	15-hLO-2 inh	12-hLO inh	PNC inhibitor	IMPase inh
CCC1C(=O)N=C(SCC(=O)Nc2ccc(C(=O)OC)cc2)NC1=O (stereo not given)	10%	2%	29	8
Cc1ccc(Sc2c(C#N)c(-c3ccccc3)nn2C)cc1	15%	-6%	u	5
Cc1ccc2nc(Cc3ccc(N)cc3)[nH]c2c1	27%	4%	18	0
Cc1ccc(NC(=O)N2CCc3ccccc3C2)cc1	4%	4%	-16	1
O=C(NNC(=S)NCc1ccccc1)c1ccccc1OC(F)F	x	0%	u	x
CC12CC3(C)CC(C)(C1)CC(C(=O)NC(=S)N1CCOCC1)(C2)C3	u	u	u	2
O=C1C2C3C=CC(CC3)C2C(=O)N1/N=C/c1ccc(O)c(O)c1 (stereo not given)	x	-1%	43	-8
COc1ccc(-c2nc(NC(=O)c3n[nH]c(=O)c4ccccc34)sc2C)cc1	x	0%	-114*	x
CN(C)CCCn1c(SCC(=O)Nc2sc3c(c2C#N)CCCC3)nnc1-c1ccncc1	22%	-8%	28	6
Cc1ccc(CSCC(=O)N2CCOCC2)cc1	2%	9%	-13	-10
Cc1ccc2nc(NC(=O)C3CCCN(S(=O)(=O)c4cccnc4)C3)sc2c1 (stereo not given)	-1%	-4%	-18	-2
COc1cc([N+](=O)[O-])cc(/C=N/NC(=O)C(C)Nc2cccc3ccccc23)c1O (stereo not given)	x	-13%	u	8
Cc1cc(C(=O)CSc2nnc(Nc3ccccc3)s2)c(C)n1CC1CCCO1 (stereo not given)	-6%	-3%	u	12
c1ccc2c(c1)[nH]c1nc3nncn3nc12	-2%	-2%	6	4
C/C(=N\NC(=S)NC(C)C)c1ccc(Cl)s1	x	28%	u	18
COc1cccc(OCC(=O)Nc2ccc(OC)c(OC)c2)c1	-3%	1%	31	-2
NC(=O)CSc1nnc2sc3ccccc3n12	-11%	7%	-24	-8
COCCn1c(=S)[nH]c2cc(C(=O)N3CCN(c4ccc(F)cc4)CC3)ccc2c1=O	-2%	0%	u	-18
CC(C)OC(=O)CSc1nc(-c2ccc(F)cc2)cc(C(F)(F)F)n1	x	9%	-24	-5
Cc1cccc(-n2ncc3c(N4CCOCC4)ncnc32)c1	x	0%	10	x
OC(c1ccccc1)c1nc2ccccc2s1 (stereo not given)	7%	-7%	-29	11
COc1ccc(S(=O)(=O)N(C)CC(=O)Nc2cccc(C(C)=O)c2)cc1	-5%	0%	-28	-10
O=C(O)CCNS(=O)(=O)c1ccc2ccccc2c1	-2%	4%	-10	11
Cc1cc(C)n2nc(SCC(=O)Nc3c(C)nn(-c4ccccc4)c3C)nc2n1	-4%	-1%	3	-10
COc1ccc(CC(=O)Nc2nnc(SCc3ccccc3)s2)cc1S(=O)(=O)N1CCOCC1	-19%	-1%	15	5
COc1ccc(-n2ncc3c(=O)n(CC(=O)OCc4ccccc4)cnc32)cc1	-1%	1%	6	-2
COc1cc(NC(=O)CN2CCN(c3ccccc3)CC2)c(C)cc1[N+](=O)[O-]	x	0%	71	x
CCC1(C)CC(=O)N(c2ccc(C(=O)O)c(O)c2)C1=O (stereo not given)	1%	-9%	22	3
COc1ccc(CCNC(=O)C2CCC(CNc3c(N4CCCC4)c(=O)c3=O)CC2)cc1OC (stereo not given)	-1%	-5%	51	3
COc1ccc(C(NC(=O)/C=C/c2ccco2)c2ccc(OC)c(OC)c2)cc1OC	x	-5%	u	-6
CC1=C(C#N)C(Nc2ccc(C)cn2)(C(F)(F)F)C(=O)N1 (stereo not given)	1%	-6%	-9	0
C/C(CC1CC(COCC(C)C)OC1=O)=N\Nc1nc(-c2ccccc2)cs1 (stereo not given)	-24%[11.4 µM]	-7%	u	6[1.84 µM]
CCN(CC)S(=O)(=O)c1ccc(Cl)c(NC(=O)COC(=O)/C=C/c2ccc(O)c(OC)c2)c1	x	1%	42	x
COc1cccc(NC(=O)Cc2c(C(=O)O)[nH]c3ccccc23)c1	4%	4%	42	3
CC(=O)c1cccc(NC(=O)Nc2c(C)nn(C)c2C)c1	-7%	7%	7	-4
O=S(=O)(c1ccccc1)N1CCN=C1SCc1ccc(Cl)c(Cl)c1	x	-7%	-8	x
CCOc1cccc(OCCCCn2ccnc2)c1	43%[activator]	5%	30	12
CCOC(=O)c1c(C)[nH]c(C(=O)OCC(=O)N(C)C2CCS(=O)(=O)C2)c1C (stereo not given)	-2%	4%	-29	-1
COc1cccc(Nc2ncc3nc(-c4ccc(F)cc4)c(=O)n(CCC#N)c3n2)c1	-1%	-5%	x	x
Cc1onc(-c2ccccc2Cl)c1C(=O)Nc1nnc(-c2ccc(F)cc2)s1	x	-7%	36	u

Quoted at random: five records from the list, in no set order.
SMILES	15-hLO-2 inh	12-hLO inh	PNC inhibitor	IMPase inh
COc1ccc(-c2nc(NC(=O)c3n[nH]c(=O)c4ccccc34)sc2C)cc1	x	0%	-114*	x
COc1cc(NC(=O)CN2CCN(c3ccccc3)CC2)c(C)cc1[N+](=O)[O-]	x	0%	71	x
C/C(CC1CC(COCC(C)C)OC1=O)=N\Nc1nc(-c2ccccc2)cs1 (stereo not given)	-24%[11.4 µM]	-7%	u	6[1.84 µM]
Cc1ccc(NC(=O)N2CCc3ccccc3C2)cc1	4%	4%	-16	1
COc1ccc(CCNC(=O)C2CCC(CNc3c(N4CCCC4)c(=O)c3=O)CC2)cc1OC (stereo not given)	-1%	-5%	51	3

Further results.
SMILES	15-hLO-2 inh	12-hLO inh	PNC inhibitor	IMPase inh
N#CCCCSC1=C(C#N)C(c2ccccc2Cl)CC(=O)N1 (stereo not given)	1%	-2%	22	-7
CC(=O)N1CCN(S(=O)(=O)c2cccc(C(=O)Nc3nc4c(s3)CCCC4)c2)CC1	20%	12%	39	3
Cc1cc(Nc2cccc([N+](=O)[O-])c2)n2c(nc3ccccc32)c1C#N	-6%	2%	-9	-3
COc1ccc(OC)c(C(=O)c2ccc(C(=O)Nc3ccccc3)cc2)c1	x	5%	-20	0
CCCCC(=O)Nc1cccc(NC(=S)NC(=O)Cc2ccccc2)c1	x	-4%	-12	x
CCOc1ccc(NC(=O)c2cccc(-n3cnnn3)c2)cc1	-1%	-1%	-22	-5
COc1cc(NC(=O)c2cccc(Cl)c2)c(OC)cc1NC(=O)CN1CCOCC1	-9%	2%	7	-2
Cc1ccc(C)c(N2CCN(C(=O)Cc3ccc(-n4c(=O)[nH]c5ccsc5c4=O)cc3)CC2)c1	x	0%	u	x
CCN(CC)S(=O)(=O)c1cccc(-c2nnc(SCC(=O)NC3CCCC3)n2N)c1	-3%	-1%	-8	-15
COc1ccc(Oc2coc3cc(OC(=O)/C=C/c4ccc(F)cc4)ccc3c2=O)cc1	x	0%	35	1
CC(C)c1ccc(-c2nn[nH]n2)cc1	-1%	3%	-25	3
OCC(CO)(CBr)CBr	-2%	2%	x	x
Brc1ccc(-c2nnc(-c3cccc(Br)c3)o2)cc1	1%	-3%	-29	4
O=C(NCc1ccc2c(c1)OCO2)c1cc(S(=O)(=O)N2CCCCC2)ccc1F	1%	-3%	-8	11
CN1C2C=C3C(C#N)=C(N)C(C#N)(C#N)[C@@H](c4ccc(Cl)cc4)[C@@H]3C1CC2 (stereo not given in full)	2%	-5%	u	5
Cn1c(=O)oc2cc(S(=O)(=O)N3CCC(C(=O)N4CC=C(c5ccccc5)CC4)CC3)ccc21	3%	-2%	-22	9
COc1cccc(C2=NOC(C(=O)NCCCn3ccnc3)C2)c1 (stereo not given)	7%	11%	11	-10
Cc1cc(=O)oc2cc(OCc3ccc(S(=O)(=O)N4CCOCC4)cc3)ccc12	-10%	-1%	-11	-5
O=C(Nc1cccc(Cl)c1)c1ccc(F)c(S(=O)(=O)NCc2cccs2)c1	x	-8%	-4	2
Cc1ccc2c(n1)CC(C)(C)C/C2=N\O	x	-1%	8	1
O=C(NC1CCCCC1)C(c1ccc(F)cc1)N(C(=O)c1cccs1)c1ccc2c(c1)OCO2 (stereo not given)	-11%	4%	10	3
CC(C)(C)c1cc(NC(=O)CSc2nnc(NCc3ccccc3)s2)n(-c2ccccc2)n1	x	-7%	-29	18
COc1ccc(-n2c(=S)[nH]c3cc(C(=O)NCc4ccco4)ccc3c2=O)c(OC)c1	1%	-16%	u	4
Oc1c(CN2CCN(c3ccccn3)CC2)cc(Cl)c2cccnc12	50%[activator]	-24%	u	3
O=C(O)CCCCCNC(=O)Nc1ccc2c(c1)OCCO2	-5%	5%	11	-5
FC(F)(F)c1nc2ccccc2n2c(-c3c(Cl)cccc3Cl)nnc12	x	9%	105	-1
CN(c1nc(-c2ccccc2)cs1)C1CCS(=O)(=O)C1 (stereo not given)	-3%	-3%	-1	8
O=C(c1cccc2ccccc12)N1CCN=C1SCc1ccc([N+](=O)[O-])cc1	x	4%	u	-1
Cc1sc2nc(C3CC3)nc(NCCNS(=O)(=O)c3ccccc3)c2c1C	x	-5%	120	10
O=C(NCC(=O)N(CC1CCCO1)C(C(=O)NC1CCCC1)c1cccnc1)c1ccco1 (stereo not given)	-5%	-1%	u	-2
NS(=O)(=O)c1ccc(NC2(C(=O)O)CCCC2)cc1	0%[11.4 µM]	1%[11.4 µM]	x	x
COc1ccc2oc(=O)c(C(=O)N3CCN(c4ccccc4C)CC3)cc2c1	-11%	-3%	-29	2
CCc1ccc(NC(=O)c2cc(-c3ccco3)on2)cc1	x	5%	309	-3
Cc1nn(Cc2ccccc2Cl)c2sc(C(=O)Nc3nccs3)cc12	x	-2%	62	x
COc1ccc(CCNc2oc(COc3ccccc3Cl)nc2C#N)cc1OC	x	-6%	u	4
Brc1ccc(CN2CCSCC2)cc1	-4%	5%	11	1

Structural class: those above containing an NH in an aromatic ring
SMILES	15-hLO-2 inh	12-hLO inh	PNC inhibitor	IMPase inh
Cc1ccc2nc(Cc3ccc(N)cc3)[nH]c2c1	27%	4%	18	0
COc1ccc(-c2nc(NC(=O)c3n[nH]c(=O)c4ccccc34)sc2C)cc1	x	0%	-114*	x
c1ccc2c(c1)[nH]c1nc3nncn3nc12	-2%	-2%	6	4
COCCn1c(=S)[nH]c2cc(C(=O)N3CCN(c4ccc(F)cc4)CC3)ccc2c1=O	-2%	0%	u	-18
COc1cccc(NC(=O)Cc2c(C(=O)O)[nH]c3ccccc23)c1	4%	4%	42	3
CCOC(=O)c1c(C)[nH]c(C(=O)OCC(=O)N(C)C2CCS(=O)(=O)C2)c1C (stereo not given)	-2%	4%	-29	-1
Cc1ccc(C)c(N2CCN(C(=O)Cc3ccc(-n4c(=O)[nH]c5ccsc5c4=O)cc3)CC2)c1	x	0%	u	x
CC(C)c1ccc(-c2nn[nH]n2)cc1	-1%	3%	-25	3
COc1ccc(-n2c(=S)[nH]c3cc(C(=O)NCc4ccco4)ccc3c2=O)c(OC)c1	1%	-16%	u	4
